High-throughput results from PubChem.
HepG2 viability – kills HepG2 cells in TGF-b inhibitor counter-screen. HepG2 CAGA-GFP viability, ATP luminescence, 18 h. Potency, µM (series often up to 46.1 µM), without a hit: at the top dose activity change, negative = cytotoxicity, usual class: cytotoxic. hit rate 0.76% among 410,000; note: potency is the fitted concentration of half-maximal effect; some results filed as inactive show a strong effect at the top dose
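CellTiter-Glo luminescence gave cytotoxicity after 18 hours at 37 degrees C. The cells were HepG2 CAGA-GFP in 1% FBS DMEM, stimulated with 500 pg/mL TGF-beta after compound addition. %Activity was normalised to no-cell wells (complete cell-killing) and DMSO (no toxicity), and curves were fitted and classified.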
TGFb SMAD3 inh – TGF-b pathway inhibition; HepG2 CAGA-GFP TGF-b/SMAD3 reporter, GFP fluorescence, 18 h; TGF-beta stimulated, 500 pg/mL final; Potency, µM (titrated, usually from 46.1 µM), for the others: at the top dose activity, negative = inhibition, hits mostly inhibitors; hit rate 1.2% among 410,000; AID 588855; note: potency is the fitted concentration of half-maximal effect; % is set by controls: 0 for no effect and ±100 for the full control effect; nearly all actives have a fitted effect of over 65% in size
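HEPG2 CAGA-GFP cells (1000/well, DMEM with 1% FBS) were pre-incubated 2 h at 37 degrees C, given compound by pin tool, then stimulated with TGF-beta at 500 pg/mL final for 18 h before per-cell GFP fluorescence imaging.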
Akt phos inh – blocks phosphorylation of Akt | Neuro2A IGF-stimulated pAkt S473 HTRF, 20 min; stronger effect = lower value | activity change, % for hits at 50 µM | hit rate 0.32% among 360,000; in the data active = activity change below about -80%; inconclusive = mostly about -51% to -80%; note: % is set by controls: 0 for no effect and ±100 for the full control effect
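Neuro2A cells (4,500/well, DMEM with 0.5% FBS) were treated with compound at a single 50 µM final concentration, stimulated with 6 nM IGF for 20 min at 37 °C, and lysed. Phospho-Akt Ser473 was read by HTRF as 665/615 ratio ×10^4.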
Nrf2 block – Nrf2 pathway inhibition; A549 ARE-Fluc reporter, luciferase luminescence, 18-24 h; Potency, µM (titrated, usually from 46 µM), inactives show at the highest dose activity change, negative = inhibition, actives largely listed as inhibitors; hit rate 2.1% among 360,000; AID 504444; note: potency is the fitted concentration of half-maximal effect; % is set by controls: 0 for no effect and ±100 for the full control effect; nearly all actives have a fitted effect of over 60% in size
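Concentration-response testing used A549 ARE_Fluc cells at 5000 cells/well. Following an 18-24 h compound incubation, viability was read by fluorescence (Ex 405/Em 525) and luciferase output by luminescence.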
CCT chaperon mod – modulators of cytosolic chaperonin (CCT/TRiC) activity; purified chaperonin ATPase assay, HTRF ADP detection, 30 min; activity change, % (concentration not given with the values), hits read low; hit rate 0.3% among 360,000; AID 651819; in the data active = activity change below about -30%; note: % is set by controls: 0 for no effect and ±100 for the full control effect
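ATPase activity: ADP formed was measured by HTRF Transcreener (665/615 nm ratio) after 30 min at 37 deg C with 10 uM ATP. Compounds screened at one 76 uM concentration against 40 or 20 nM TRiC in Tris pH 7.4/KCl/MgCl2/DTT buffer.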
Nrf2 activator – activates Nrf2 signaling; AREc32 ARE-luciferase reporter (MCF7-derived line), luminescence, 24 h; Potency, µM (highest dose often 46.1 µM), for inactives: top-dose activation, actives largely listed as activators; hit rate 0.31% among 410,000; AID 624171; note: potency is the fitted concentration of half-maximal effect; % of control where 0% means no effect; nearly all actives have a fitted effect of over 65% in size
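For detection, Steady-Glo was added and plates sat 30 min at RT; before that, AREc32_Fluc cells grown overnight in OPTI-MEM/5% FBS had been treated with 23 nL compound for 24 hr at 37 deg C.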
Mm-Cpn inhibitor – M. maripaludis TRiC chaperonin inhibition | purified Mm-Cpn ATPase, ADP Transcreener TR-FRET | Potency, µM (highest dose often 76.9 µM), without a hit: at the highest dose activity, negative = inhibition, most hits filed as inhibitors | hit rate 0.031% among 330,000 | AID 504842; note: potency is the fitted concentration of half-maximal effect; % is set by controls: 0 for no effect and ±100 for the full control effect; nearly all actives have a fitted effect of over 80% in size
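25 nM Mm-CPN + cpd, 10 min 37°C; + 10 uM ATP, 30 min 37°C; buffer 30 mM Tris pH 7.4, 100 mM KCl, 5 mM MgCl2, 1 mM DTT; Transcreener ADP HTRF detection 30 min RT.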
A549 tox – A549 cytotoxicity, counter-screen for Nrf2 inhibitors | A549 ARE-Fluc cells, CellTiter-Fluor viability, 18-24 h | Potency, µM (series often up to 46 µM), inactives show top-dose activity change, negative = cytotoxicity, hits mostly inhibitors | AID 504648 | hit rate 0.16% among 390,000; note: potency is the fitted concentration of half-maximal effect; % is set by controls: 0 for no effect and ±100 for the full control effect
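A549 ARE-Fluc cells in 5% FBS OPTI-MEM, 5000 cells/well, rested 2 h then exposed to compounds in concentration-response for 18-24 h at 37 °C. Viability by CellTiter-Fluor fluorescence (Ex 405/Em 525) after 30 min; luciferase luminescence (BugLite, 15 min, RT) read afterwards.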
Abeta rescue – A-beta toxicity reversal in yeast; yeast expressing A-beta42, growth rescue, OD600, 48 h; response scale: 0% DMSO, 100% iron-clioquinol control; Potency, µM (titrated, usually from 46.1 µM), without a hit: top-dose growth rescue, most hits filed as activators; hit rate 0.063% among 410,000; note: potency is the fitted concentration of half-maximal effect; nearly all actives have a fitted effect of over 55% in size
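Yeast growth medium received pinned compounds, then yeast cells expressing toxic A-beta were added; plates incubated at 30 C for 48 hr. Growth read as absorbance at 600 nm, normalized to DMSO and equimolar FeCl3 plus clioquinol controls.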
Active calls of the source: *; i = inactive; ? = inconclusive; . = not tested or not shown; & = joins results of further samples; [ ] = remark or other dose. Unless noted, calls come from the whole dose curve; as a rule, active = well fitted curve in the direction sought with a large enough effect; inconclusive = small, poorly fitted or top-dose-only effect, or another doubt; inactive = no such curve, though single readings can be large; an effect the other way counts as inactive or inconclusive.

SMILES | HepG2 viability | TGFb SMAD3 inh | Akt phos inh | Nrf2 block | CCT chaperon mod | Nrf2 activator | Mm-Cpn inhibitor | A549 tox | Abeta rescue
COc1cc(/C=C/C(=O)O)cc(S(=O)(=O)NC2CC2)c1OC | 9.6% | 1.2% | i | 10.4% | -1.1 | -0.5% | 1.5% | -1.0% | -6.6%
Nc1c(Cl)cc(C2=NCCn3nc4cc(C(F)(F)F)ccc4c32)cc1Cl | -46.4% | ? | i | ? | 2.5 | -3.8% | -0.3% | 5.8% | 6.5%
Nc1c(C(=O)Nc2cccc(C(=O)O)c2)sc2nc3c(cc12)CCCC3 | 8.4% | 1.8% | i | ? | -1.8 | -1.4% | -8.8% | 4.0% | 9.7%
O=C(NC1CCCCC1)C1CCCN(S(=O)(=O)c2cnc[nH]2)C1 (stereo unspecified) | 15.2% | -4.7% | i | 9.7% | -0.9 | -1.4% | -0.3% | -10.7% | 4.4%
Cc1cccc(NC(=O)CN2C(=O)N/C(=C/c3cc(C)n(C(C)C)c3C)C2=O)c1 | 8.3% | -16.5% | i | 7.8% | 1.2 | 2.3% | -2.0% | -17.9% | -7.3%
O=C(CCSc1ccc(Cl)cc1)NC12CC3CC(CC(C3)C1)C2 | -4.0% | ? | i | 22.0% | -0.8 | 4.6% | 0.0% | -15.4% | 4.1%
CCN(CC)CCN(Cc1cc2cc3c(cc2[nH]c1=O)OCO3)C(=S)NCC(C)C | 2.8% | 1.3% | i | -12.9% | -0.1 | -1.0% | 0.6% | 14.9% | 15.2%
CCN1CCN(c2ccc(S(=O)(=O)N3CCOCC3)cc2NC(=O)/C=C/c2ccc(OC)cc2OC)CC1 | -3.3% | 35.2%[activator] | i | 3.8% | 2.7 | 5.7% | 0.5% | -2.2% | -12.0%
COC(=O)c1ccc2nc(-c3ccc(OC)c(OC)c3)c(Cc3ccccc3)n2c1 | -11.1% | ? | i | . | -2.6 | 11.6% | . | . | -34.6%[inhibitor]
CCCCn1c(N)c(N(Cc2ccccc2OC)C(=O)CSCC(=O)Nc2cccc(C)c2)c(=O)[nH]c1=O | -11.1% | 8.9% | i | 0.5% | -0.1 | -0.4% | -3.9% | -0.6% | 1.7%

The last 2 compounds of the part above are carried over, then new ones follow.
SMILES | HepG2 viability | TGFb SMAD3 inh | Akt phos inh | Nrf2 block | CCT chaperon mod | Nrf2 activator | Mm-Cpn inhibitor | A549 tox | Abeta rescue
COC(=O)c1ccc2nc(-c3ccc(OC)c(OC)c3)c(Cc3ccccc3)n2c1 | -11.1% | ? | i | . | -2.6 | 11.6% | . | . | -34.6%[inhibitor]
CCCCn1c(N)c(N(Cc2ccccc2OC)C(=O)CSCC(=O)Nc2cccc(C)c2)c(=O)[nH]c1=O | -11.1% | 8.9% | i | 0.5% | -0.1 | -0.4% | -3.9% | -0.6% | 1.7%
CC(C)CCN1CC(C(=O)NCc2ccccc2)CC1=O (stereo unspecified) | -3.3% | -3.0% | i | -0.2% | -3.7 | -0.4% | 2.2% | -2.5% | -5.6%
COc1ccc(OC(C)C(=O)NCCC2=CCCCC2)cc1 (stereo unspecified) | -10.4% | -3.5% | i | -10.1% | 0.6 | 0.2% | 0.2% | 1.5% | 33.7%
CC(C)n1c(CN2CCN(C(=O)c3ccco3)CC2)nc2c1c(=O)n(C)c(=O)n2C | -1.5% | -5.5% | i | -29.7% | -0.9 | -0.1% | 1.6% | -3.5% | 7.9%
CC1(N2CCCCC2)C(=O)c2ccccc2C1=O | 8.5% | 14.1% | i | 14.2% | 2.2 | 1.8% | 2.3% | -0.2% | 0.5%
O=C(N/N=C/c1cccc2nccnc12)c1ccncc1 | 11.5% | -20.4% | i | -20.1% | 1.0 | 0.3% | 2.4% | -1.5% | -2.7%
COc1ccc(Cl)cc1NC(=S)N1CCN(c2ccccn2)CC1 | -16.7% | 8.5% | i | ? | 0.6 | 0.5% | -1.1% | -2.2% | 8.4%
COc1ccc(NC(=O)C2Cc3c(-c4ccc(NC(C)=O)cc4)ccnc3O2)cc1OC (stereo unspecified) | -0.9% | 12.3% | i | . | -0.6 | 0.0% | . | . | -0.1%
COc1ccc(CCNC(=O)CCn2c(=O)c3ccccc3n(Cc3ccc(Cl)cc3)c2=O)cc1OC | 15.1% | 12.1% | . | 2.1% | . | -0.2% | . | 2.0% | -3.0%
CN1C(=O)/C(=C\c2ccco2)N=C1c1ccc(Cl)cc1Cl | 3.1% | 2.8% | i | 7.1% | -0.3 | 2.1% | 0.0% | 4.5% | 10.7%
COc1ccc(NC(=O)NCCCN2CCC(Cc3ccccc3)CC2)cc1 | 14.0% | 6.6% | i | 9.4% | -4.7 | 0.1% | 0.5% | 10.0% | 3.4%
O=C(NCC1CCCO1)C1CC(c2ccc(Cl)c(Cl)c2)=NO1 (stereo unspecified) | -29.8% | -22.7% | i | 12.0% | 0.3 | -0.6% | -0.4% | 5.4% | 18.5%
CC12CN3CC(C)(CN(C1)C3c1ccc(Br)cc1)C2=O (stereo unspecified) | 5.8% | -7.1% | i | 5.0% | -3.1 | -0.4% | 1.2% | -1.0% | 20.1%
Cc1ccc(C(=O)N(CCC2=CCCCC2)c2c(N)n(Cc3ccccc3)c(=O)[nH]c2=O)o1 | -7.6% | -14.3% | i | 6.2% | 0.4 | -0.8% | -3.0% | -4.8% | -5.8%
O=C(NCCc1ccc2c(c1)OCCO2)c1ccccn1 | -13.6% | -9.6% | i | ? | -0.7 | -0.5% | -4.4% | 1.9% | -6.4%
CS(=O)(=O)Nc1ccccc1C(=O)OCC(=O)N1CCC(c2ccccc2)=N1 | -16.8% | -16.8% | i | 2.4% | 0.9 | 2.1% | ? | 1.2% | 11.4%
O=C(CSc1ccccc1)N1CCCC(N2CCN(c3ccc(F)cc3)CC2)C1 (stereo unspecified) | -23.9% | -19.7% | i | ? | -2.4 | 0.3% | 0.6% | 1.2% | 5.0%
Cc1ccc(CNC(=O)CSc2ncc(S(=O)(=O)c3ccc(C)c(Cl)c3)c(=O)[nH]2)cc1 | 7.1% | 2.1% | . | . | . | -1.2% | . | 5.4% | -11.4%
COc1ccccc1CNC(=O)Cn1c(=O)oc2cc(S(=O)(=O)N3CCCC3)ccc21 | -42.5%&-14.8% | -12.8%&-1.8% | i | 10.3%&-13.9% | -2.6 | 0.2%&0.1% | -3.4% | 5.3%&0.0% | -13.0%&2.9%
CC1(c2ccccc2)NC(=O)N(CC(=O)N2CCN(S(=O)(=O)c3cccc(C(F)(F)F)c3)CC2)C1=O (stereo unspecified) | -3.1% | -21.1% | i | ? | -0.7 | -0.3% | . | -0.8% | 2.5%
COc1ccccc1CC(=O)NNC(=O)c1ccc(C(C)(C)C)cc1 | 18.4% | 8.8% | i | -4.7% | -1.4 | -0.7% | 3.5% | -6.2% | -6.6%
CCOc1ccc(C(=O)COC(=O)Cc2n[nH]c(=O)c3ccccc23)cc1 | -9.7% | -22.0% | i | 15.5% | -0.2 | -0.2% | 1.5% | -3.3% | 0.4%
NCCCCC(N)c1cn([C@@H](CCC(=O)O)C(=O)N2CCNCC2)nn1 (stereo partly specified) | 7.3% | -6.4% | i | -6.0% | -1.7 | 0.0% | 1.7% | -7.1% | -5.3%
CN(CCCOc1ccccc1F)Cc1ccccc1 | -6.7% | -0.9% | i | 6.9% | -0.2 | 0.3% | 0.1% | 4.9% | -13.3%
CCN1CCN(c2nnc(-c3ccccc3)c3ccccc23)CC1 | -12.1% | -6.1% | i | -5.5% | -3.2 | -0.2% | 0.2% | 0.2% | -1.8%
CC(CC(=O)NCc1ccc(Cl)cc1Cl)CC1=NS(=O)(=O)c2ccccc2N1 (stereo unspecified) | -17.6% | ? | . | . | . | 0.9% | . | 2.9% | -0.7%
CC(=O)c1ccc(NC(=O)C(C)OC(=O)C2CCN(c3ccc(C(F)(F)F)cn3)CC2)cc1 (stereo unspecified) | -21.2% | -7.9% | i | -7.1% | -1.6 | -0.6% | -1.1% | -3.6% | 25.4%
CC(C)C1N=C2c3ccccc3N=C(SCC(=O)NCc3ccccc3Cl)N2C1=O (stereo unspecified) | 5.2% | 37.1%[activator] | . | . | . | -0.8% | . | 1.8% | -5.3%
CCC1CCCCN1CCCNC(=O)c1cn(C)c2ccc(S(=O)(=O)N(C)C3CCCCC3)cc2c1=O (stereo unspecified) | -28.9%&4.1% | -9.2%&-0.9% | i | 0.6%&6.0% | -2.6 | -0.2%&0.4% | 0.3% | 1.8%&1.6% | 3.5%&-17.7%
COc1cc(/C=C2\SC(=O)N(c3ccc(O)cc3)C2=O)cc(OC)c1OC | -24.1% | -14.9% | i | -21.7% | -0.8 | 0.2% | -0.4% | 1.4% | -7.2%
CC1=C(c2ccc(C)c(C)c2)S(=O)(=O)N=C1N1CCC(C(=O)NCc2ccc(Cl)cc2)CC1 | -40.3% | ? | . | 2.4% | . | 1.0% | . | -7.3% | -2.8%
Cn1cccc1C(=O)NC(=O)COC(=O)CNC(=O)CNC(=O)c1ccc(Cl)cc1Cl | -2.6% | 10.9% | i | ? | -1.1 | -1.2%[9.22 µM] | 1.4% | 1.9% | -8.8%
CC(C)Cn1cnc2c(SCc3ccccc3Cl)nc(N)nc21 | -23.6% | 12.9% | i | -27.5% | -1.9 | 4.9% | . | 0.1% | 4.7%
CCOC(=O)c1c(C2CC2)csc1NC(=O)COC(=O)c1ccc[n+]([O-])c1 | -7.9% | 4.1% | i | 6.9% | -1.3 | 1.8% | -1.6% | 1.5% | -5.2%
